Bioassay records: PubChem BioAssay, several laboratories
GPR55 beta-arrestin – GPR55 agonists via beta-arrestin recruitment, primary screen, imaging, U2OS cells, beta-arrestin-GFP redistribution (AID 1961). 0.048% of 290,000 active. U2OS GPR55 beta-arrestin-GFP redistribution imaging; higher % means a stronger effect. activation, % at 10 µM; hits with a dose series show EC50 in µM;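 active means activation above 40% with more than 50 cells counted in the well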;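 further: U2OS osteosarcoma cells stably expressing GPR55 and beta-arrestin-GFP; plate controls were DMSO negative control for no effect and LPI positive control for full effect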
Yfh1-depleted yeast – mitochondrial function rescue without frataxin homolog – Friedreich's ataxia, plus single-dose screen, dose response (AID 1465); 0.074% of 220,000 active; S. cerevisiae Yfh1-off respiration, WST-1 reduction, 72 h; higher fold induction means a stronger effect; fold induction at 50 µM, or EC50 in µM where a hit was titrated;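 active means fold induction of absorbance versus untreated yeast above a set limit, then at least 30% activation at any dose in follow-up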;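 further: activators that raise dye reduction in frataxin-depleted yeast; strong numbers were not always called active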
NOD2 inhibition – NOD2 signaling inhibitors, cell-based, luminescence, uHTS, HEK293 (AID 1566); HEK293 NOD2/NF-kB luciferase reporter, luminescence; higher % means a stronger effect; one-dose inhibition, % at 4 µM; EC50 in µM for titrated hits; 0.63% of 290,000 active; further: many of its hits are not listed in these tables
KOR beta-arrestin-1 – KOR agonists, beta-arrestin recruitment, primary screen, cell-based, luminescence, uHTS (AID 1777) | KOR beta-arrestin recruitment, luminescence; higher % means a stronger effect | activation, % at 10 µM; hits with a dose series show EC50 in µM | 0.02% of 280,000 active; in the data active means activation above about 50%, passing the limit was not always enough; further: a part of the inactive calls stands beside numbers as strong as those of hits
NOD1 NF-kB reporter – NOD1 signaling inhibitors, primary screen, cell-based, luminescence, uHTS (AID 1578); NOD1-driven NF-kB luciferase reporter cells, luminescence; higher % means a stronger effect; one-dose inhibition, % at 4 µM; EC50 in µM for titrated hits; 1% of 290,000 active; in the data active means inhibition mostly above about 36%, no sharp cut-off; inactive means mostly below about 34%;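 further: HEK-293T reporter cells stimulated with the NOD1 agonist gamma-tri-DAP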
TNAP activation fold – stimulation of alkaline phosphatase TNAP activity – biochemical, luminescent, no phosphate acceptor, uHTS, primary screen (AID 1001) | purified TNAP, luminescent activation assay, no phosphate acceptor; higher activation fold means a stronger effect | activation fold at 20 µM, or EC50 in µM where a hit was titrated | 0.03% of 200,000 active; in the data active means activation fold from about 3, or a potency from the dose series; inactive means the rest, 99 in 100 with activation fold below about 1.6; further: many of its hits are not listed in these tables
ER stress rescue – rescue of cells from ER stress-induced death, primary screen, 384-well, CSM14.1, thapsigargin, ATP luminescence (AID 1222). cellular ATP content (survival), % at 20 µM; hits with a dose series show EC50 in µM. 190,000 tested, under 10 active. CSM14.1 thapsigargin-induced death rescue, ATP luminescence; higher % means a stronger effect;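 active means EC50 below 50 µM in the dose-response confirmation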;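 further: death triggered by thapsigargin at about 15 µM added after 2 h compound pretreatment; cell ATP read after overnight thapsigargin exposure of roughly 18 to 22 hours; normalized against plate controls of thapsigargin alone and 5% DMSO vehicle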
NTR1 ag – agonists of NTR1, primary screen, imaging, U2OS cells, beta-arrestin-GFP, high content (AID 493036); activation, % at 20 µM; 0.17% of 330,000 active; P30989; NTR1-U2OS beta-arrestin-GFP spot imaging, agonist mode;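 active means activation at or above 40% of the spot to cytoplasm intensity ratio, with at least 20 cells analyzed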;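 further: 0% = DMSO without peptide and 100% = 100 nM NTR1 peptide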
Target sequence (P30989 whole entry, looked up): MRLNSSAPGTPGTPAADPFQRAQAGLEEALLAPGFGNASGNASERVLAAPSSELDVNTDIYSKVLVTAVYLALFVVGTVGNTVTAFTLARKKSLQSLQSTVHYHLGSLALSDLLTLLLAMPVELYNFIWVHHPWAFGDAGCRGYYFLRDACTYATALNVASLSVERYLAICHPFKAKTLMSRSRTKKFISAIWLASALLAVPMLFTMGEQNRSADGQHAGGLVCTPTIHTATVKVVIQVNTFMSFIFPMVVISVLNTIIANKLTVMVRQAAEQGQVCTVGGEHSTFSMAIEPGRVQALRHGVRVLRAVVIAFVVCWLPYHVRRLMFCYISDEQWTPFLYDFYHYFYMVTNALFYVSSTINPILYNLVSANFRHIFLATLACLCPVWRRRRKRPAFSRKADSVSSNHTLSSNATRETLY
KOR beta-arrestin-2 – KOR antagonists, beta-arrestin recruitment, cell-based, luminescence, uHTS (AID 1778); 0.091% of 290,000 active; KOR beta-arrestin recruitment, luminescence, antagonist mode; higher % means a stronger effect; inhibition, % at 10 µM; hits with a dose series show IC50 in µM; further: strong numbers were not always called active
NTR1 ag cell count 20 µM – recorded beside NTR1 ag, whose call it bears; cell count; measured here: cell count, cytotoxicity flag
The depositor's hits bear a star; i = inactive; . = not tested or not shown; & = joins results of further samples; [ ] = remark or other dose. Unless noted, no stated cut-off is given here; in the data, active means inhibition above about 50%; inactive means the rest.

Order of results – GPR55 beta-arrestin	Yfh1-depleted yeast	NOD2 inhibition	KOR beta-arrestin-1	NOD1 NF-kB reporter	TNAP activation fold	ER stress rescue	NTR1 ag	NTR1 ag cell count 20 µM	KOR beta-arrestin-2
1	COc1ccc(OCC(=O)OC2CCN(C)CC2)cc1
→ -0.1%	i	4%	2.9%	-7%	1	0.9%	-0.6	48	-20%
2	C[C@H](NC(=O)c1ccccc1)C(=O)N1CCN(c2ccccc2)CC1
→ 0.1%	.	14%	-3.3%	-7%	.	.	-0.5	49	-12%
3	O=C(Cc1nc(=O)c2ccccc2s1)Nc1ccccc1
→ -0.1%	i	-96%	-1.0%	.	1.1	-2.0%	0.1	81	-25%
4	COc1ccccc1CNC(=O)C1CCN(S(=O)(=O)c2ccc3c(c2)CC(C)N3C(C)=O)CC1 (stereo not drawn)
→ 0.3%	.	2%	-0.6%	-11%	.	.	1.7	66	-32%
5	CC1=C(C(=O)OCc2ccc3c(c2)OCO3)C(c2cccc([N+](=O)[O-])c2)NC(=O)N1 (stereo not drawn)
→ 0.0%	i	47%	0.3%	63%*	1.1	0.4%	1.0	29	-11%
6	CC1(C)CC(=O)CC2(C1)NCC(c1ccccc1Cl)c1c2[nH]c2ccccc12 (stereo not drawn)
→ -0.2%	i	5%	2.7%	-20%	1	0.7%	12	52	6%
7	Cc1noc(C)c1S(=O)(=O)Nc1ccc(C(=O)NCc2ccccc2)cc1
→ 0.0%	i	9%	-3.2%	-18%	1.2	-0.1%	-0.6	76	-10%
8	CCC[N+]1(CC#CCC(c2ccccc2)c2ccccc2)CCCCC1
→ -0.1%	.	46%	-2.4%	10%	.	.	-0.6	96	18%
9	COc1ccc(N2CCN(C(CNS(=O)(=O)c3ccc4c(c3)OCCO4)c3ccco3)CC2)cc1 (stereo not drawn)
→ -0.1%	i	-5%	12%	4%	1	-0.7%	0.0	73	29%
10	COC(=O)C(NC(=O)CCc1nnc2ccc(N3CCCCC3)nn12)C(C)C (stereo not drawn)
→ -0.1%	.	16%	-1.8%	1%	.	.	-0.2	101	-20%
11	Cc1csc(NC(=O)CSc2nc(C)nc3c2c(=O)n(C)c(=O)n3C)n1
→ -0.1%	i	15%	-2.4%	10%	1.1	-2.9%	1.0	92	8%
12	Clc1ccccc1Cc1noc(CN2CCSCC2)n1
→ -0.2%	i	-7%	.	1%	1.1	-1.7%	2.3	77	-49%[20 µM]
13	O=C(C[n+]1ccc(-c2nnc3n2CCC3)cc1)c1ccc(Cl)cc1
→ -0.1%	i	-1%	-2.3%	-21%	0.8	1.6%	3.1	74	5%
14	Cc1cccc(OCC(=O)N/N=C/c2cc([N+](=O)[O-])ccc2N2CCOCC2)c1
→ -0.3%	i	-66%	1.9%	-12%	1	-1.1%	4.1	79	-36%
15	CCN(CC)CCNC(=O)COc1ccc(OC)cc1
→ -0.1%	.	10%	-2.7%	-22%	.	.	-1.7&-0.8	60&69	-9%
16	CCc1c(C)nc2cc(-c3ccccc3)[nH]n2c1=O
→ 0.5%	.	-57%	0.0%	-16%	.	.	0.7	58	-52%[20 µM]
17	C=CCNC(=O)COc1cc(C)ccc1C
→ 0.2%	i	1%	-1.9%	-28%	1.1	1.4%	-0.3	54	9%
18	CC(C)Cn1c(SCC(=O)N2CCCCC2)nc2ccccc2c1=O
→ 0.1%	i	-15%	-1.6%	4%	1.1	4.7%	0.1	76	-20%
19	CC(=O)c1cccc(N=C2NC(=O)CS2)c1
→ 0.6%	i	10%	2.8%	5%	1	-0.5%	-0.1	41	10%
20	CCC(C)C(=O)Nc1ccc(OC)cc1[N+](=O)[O-] (stereo not drawn)
→ 0.1%	i	7%	5.2%	-1%	1.1	4.6%	2.5	44	23%

Continuation.
Order of results – GPR55 beta-arrestin	Yfh1-depleted yeast	NOD2 inhibition	KOR beta-arrestin-1	NOD1 NF-kB reporter	TNAP activation fold	ER stress rescue	NTR1 ag	NTR1 ag cell count 20 µM	KOR beta-arrestin-2
21	NS(=O)(=O)c1ccc(CCNC(=O)CCCNC(=O)c2ccc(Cl)cc2)cc1
→ -0.2%	.	14%	0.4%	-17%	.	.	2.3	46	-20%
22	CC1CC(C)CN(C(=O)COc2ccc(-c3nnco3)cc2)C1 (stereo not drawn)
→ -0.2%	i	0%	-3.1%	0%	1.1	-1.4%	0.2	61	-6%
23	CCOC(=O)c1[nH]c(C)c(C(=O)NCCCOC(C)C)c1C
→ 0.8%	i	6%	-2.9%	-4%	1.1	-2.6%	-0.7	79	7%
24	CCOc1ccc2ccccc2c1/C=N/NC(=O)CNC(=O)C(c1ccccc1)c1ccccc1
→ 0.7%	i	-8%	-5.1%	5%	1	3.0%	6.0	80	11%
25	COc1ccc(-c2[nH]ncc2CN2CCN(c3ccccn3)CC2)c(OC)c1
→ 0.2%	i	11%	.	-30%	1	0.2%	0.1	55	-19%[20 µM]
26	Cc1ccc(C)c(N2CCN(c3cnn(-c4nc5ccccc5s4)c(=O)c3Cl)CC2)c1
→ 0.8%	i	-68%	-1.0%	-44%	1	0.0%	5.2	31	-17%
27	O=C(Cc1ccccc1)N1CCN(c2ccc([N+](=O)[O-])cc2)CC1
→ 0.0%	.	6%	-2.7%	-4%	.	.	0.0	52	36%
28	CSc1nc2ncc(-c3ccsc3)c(N)n2n1
→ 0.5%	i	-15%	-1.0%	-53%	1.2	.	1.1	51	-23%
29	COC(=O)COc1ccc(S(=O)(=O)Nc2cc([N+](=O)[O-])ccc2C)cc1
→ -0.2%	i	9%	-0.9%	-40%	1.1	-0.7%	5.2	50	-9%
30	Cc1ccc(NCc2nnc(SCC(=O)NCc3ccco3)n2CC2CCCO2)c(C)c1 (stereo not drawn)
→ -0.1%	i	5%	-2.8%	-17%	1.1	-0.5%	4.0	84	-1%
31	CC(CN1CCN(C)CC1)OC(=O)c1ccc(F)cc1 (stereo not drawn)
→ 0.1%	i	2%	-0.1%	-22%	1.1	-1.1%	-0.4	61	11%
32	COc1cccc(C(=O)Nn2c(C)nnc2-n2nc(C)cc2C)c1
→ 0.5%	i	3%	-8.6%	-23%	1.1	-0.4%	-4.2	88	15%
33	CC(=O)c1nc2ccccc2n1CCc1ccccc1
→ -0.3%	i	8%	-3.6%	-34%	1	0.7%	1.3	30	6%
34	C/C(=N/Nc1ccccc1[N+](=O)[O-])c1ccc([N+](=O)[O-])cc1
→ 0.4%	.	14%	-2.1%	-3%	.	.	2.7	80	-6%
35	O=C(O)CC(Cn1[nH]nnc1=S)c1ccccc1 (stereo not drawn)
→ -0.2%	i	-12%	2.6%	5%	1.1	-0.7%	-0.3	76	-32%
36	COc1cccc(N=C2NC(=O)/C(=C/c3cc([N+](=O)[O-])ccc3O)S2)c1
→ 0.0%	.	5%	7.0%	-2%	.	.	2.1	110	-16%
37	Cc1ccc(CNC(=O)c2cn(C3CCCC3)c(=O)c3c2c2ccccc2n3C)o1
→ -0.2%	.	4%	-2.3%	10%	1.1	2.7%	3.5	46	-10%
38	Cc1cc(C)cc(OCCNC(=O)C2CCN(S(=O)(=O)c3ccccc3)CC2)c1
→ -0.1%	.	5%	-2.5%	-12%	.	.	0.4	54	25%
39	CCC(C)[C@H]1COCCS(=O)(=O)N1Cc1ccc(Br)cc1 (stereo partly drawn)
→ 0.4%	.	8%	1.1%	-24%	.	.	1.2	60	-22%[20 µM]
40	CCN1C(=O)/C(=C/c2ccc(OC)c(OC)c2)N=C1SCC(=O)NCc1ccco1
→ 0.5%	i	-13%	-3.3%	-17%	1.1	0.0%	0.5	49	-23%

Quoted from above: entries 21 to 26
Order of results – GPR55 beta-arrestin	Yfh1-depleted yeast	NOD2 inhibition	KOR beta-arrestin-1	NOD1 NF-kB reporter	TNAP activation fold	ER stress rescue	NTR1 ag	NTR1 ag cell count 20 µM	KOR beta-arrestin-2
21	NS(=O)(=O)c1ccc(CCNC(=O)CCCNC(=O)c2ccc(Cl)cc2)cc1
→ -0.2%	.	14%	0.4%	-17%	.	.	2.3	46	-20%
22	CC1CC(C)CN(C(=O)COc2ccc(-c3nnco3)cc2)C1 (stereo not drawn)
→ -0.2%	i	0%	-3.1%	0%	1.1	-1.4%	0.2	61	-6%
23	CCOC(=O)c1[nH]c(C)c(C(=O)NCCCOC(C)C)c1C
→ 0.8%	i	6%	-2.9%	-4%	1.1	-2.6%	-0.7	79	7%
24	CCOc1ccc2ccccc2c1/C=N/NC(=O)CNC(=O)C(c1ccccc1)c1ccccc1
→ 0.7%	i	-8%	-5.1%	5%	1	3.0%	6.0	80	11%
25	COc1ccc(-c2[nH]ncc2CN2CCN(c3ccccn3)CC2)c(OC)c1
→ 0.2%	i	11%	.	-30%	1	0.2%	0.1	55	-19%[20 µM]
26	Cc1ccc(C)c(N2CCN(c3cnn(-c4nc5ccccc5s4)c(=O)c3Cl)CC2)c1
→ 0.8%	i	-68%	-1.0%	-44%	1	0.0%	5.2	31	-17%

(next part)
Order of results – GPR55 beta-arrestin	Yfh1-depleted yeast	NOD2 inhibition	KOR beta-arrestin-1	NOD1 NF-kB reporter	TNAP activation fold	ER stress rescue	NTR1 ag	NTR1 ag cell count 20 µM	KOR beta-arrestin-2
41	CCOc1cc(NC(=S)NCCCN2CCOCC2)c(OCC)cc1NC(=O)C(C)C
→ -0.2%	i	17%	9.1%	24%	1	-2.5%	1.3	48	-31%
42	CCCCC(=O)Nc1cccc2c1C(=O)N(c1ccccc1)C2=O
→ -0.1%	i	10%	0.1%	4%	1.1	3.3%	3.4	38	20%
43	O=C(COc1cccc2ccccc12)NNC(=O)CSCCO
→ 0.2%	i	17%	-2.7%	0%	1	-1.2%	.	.	10%
44	CSc1ccc(CNc2ccccn2)cc1
→ -0.1%	i	-42%	-3.7%	-12%	1.1	-2.8%	-0.1	47	18%
45	C/C(=N\O)C(C)(C)Nc1ccc(Cl)cc1
→ 0.1%	i	12%	0.5%	-5%	.	.	1.1	43	1%
46	COC(=O)c1c(N2C(=O)Nc3ccccc3N2O)sc2c1CCCC2
→ -0.2%	i	20%	2.3%	-14%	1	-2.3%	3.2	80	-17%
47	CC(=O)c1ccccc1OC(=O)CCN1C(=O)C2C3C=CC(C4CC34)C2C1=O (stereo not drawn)
→ -0.1%	i	-10%	3.7%	-39%	1.1	0.2%	-0.2	94	9%

One compound at a time, as listed above. Order of screens: GPR55 beta-arrestin	Yfh1-depleted yeast	NOD2 inhibition	KOR beta-arrestin-1	NOD1 NF-kB reporter	TNAP activation fold	ER stress rescue	NTR1 ag	NTR1 ag cell count 20 µM	KOR beta-arrestin-2
`O=C(Cc1ccccc1)N1CCN(c2ccc([N+](=O)[O-])cc2)CC1` is entered as 0.0%	.	6%	-2.7%	-4%	.	.	0.0	52	36%
`CC1CC(C)CN(C(=O)COc2ccc(-c3nnco3)cc2)C1` (stereo not drawn) is entered as -0.2%	i	0%	-3.1%	0%	1.1	-1.4%	0.2	61	-6%
`CCN(CC)CCNC(=O)COc1ccc(OC)cc1` is entered as -0.1%	.	10%	-2.7%	-22%	.	.	-1.7&-0.8	60&69	-9%
`COC(=O)COc1ccc(S(=O)(=O)Nc2cc([N+](=O)[O-])ccc2C)cc1` is entered as -0.2%	i	9%	-0.9%	-40%	1.1	-0.7%	5.2	50	-9%

An excerpt; count on the stated rates, not on these rows.
